High-throughput results: PubChem, Broad Institute
PGC1a acetyl inh – lowers PGC1a acetylation signal in U2OS cells; hit rate 0.17% among 350,000; inhibition, % at 15.6 µM; AID 651687; AlphaScreen anti-acetyl-lysine; with virally co-expressed GCN5 acetyltransferase;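 active means every replicate shows inhibition of at least 40%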;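 further: 0% = neutral control wells and 100% = positive control wells; some results beyond the cut were filed as inactive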
LGR2 inh – inhibitors of bursicon-induced Drosophila LGR2 receptor cAMP signaling. HEK293 LGR2, CRE-luciferase, bursicon-stimulated, 4 h. inhibition, % at 9.99 µM. hit rate 0.35% among 380,000. AID 720647;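 active means drop in luminescence signal, shown as inhibition above about 50% in the replicate tests, limit read from the data, passing the limit was not always enough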;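 further: agonist challenge used bursicon conditioned medium at about half maximal strength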
FN deposition inh – fibronectin deposition inhibition; AH1F fibroblasts, Alexa488-fibronectin deposition fluorescence, overnight; hit rate 0.086% among 350,000; inhibition, % at 12.6 µM;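 active means mean inhibition across replicates of 30% or more, regardless of how many single replicates reach that level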;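 further: positive control wells lacked labelled fibronectin entirely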
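Assay system: AH1F fibroblasts / Quantity: 10000 cells per well / Medium: DMEM plus 2% serum, read in PBS / Reagent: labelled fibronectin 24 nM / Dosing: single dose, pinned / Times: 1 h cell attachment, overnight exposure to compound and label / Signal: fluorescence, ex 485 nm, em 525 nm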
CASP6 VEID inh – caspase-6 (human) enzyme inhibition. P55212. inhibition, % at 12.5 µM. purified caspase-6, Z-VEID-R110 cleavage fluorescence. hit rate 0.53% among 350,000;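 active means mean inhibition across replicates at least about 35%, with every replicate also reaching that limit, limit read from the data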;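 further: 0% = median of neutral control wells and 100% = no fluorescence left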
Target sequence (P55212 24-179 limits assumed): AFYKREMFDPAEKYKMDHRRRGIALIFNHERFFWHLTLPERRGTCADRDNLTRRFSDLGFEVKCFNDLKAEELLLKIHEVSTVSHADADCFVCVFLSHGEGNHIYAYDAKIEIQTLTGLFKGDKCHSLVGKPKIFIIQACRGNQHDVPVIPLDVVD
Target sequence (P55212 194-293 limits assumed): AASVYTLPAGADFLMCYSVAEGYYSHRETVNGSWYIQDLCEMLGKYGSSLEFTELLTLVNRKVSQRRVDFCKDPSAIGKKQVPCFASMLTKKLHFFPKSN
Cneo AK release – causes C. neoformans cell lysis; adenylate kinase release luminescence, 4 h; normalised: neutral wells 0, clomiphene wells 100; lysis activity, % at 15 µM; hit rate 0.2% among 360,000; AID 651654;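 active means mean lysis activity across replicates of at least 80%, whatever share of replicates individually reach that level; inactive means mean lysis activity below 80%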
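Material – Cryptococcus neoformans yeast cells · Quantity – 5 × 10^6 yeast cells/mL · Buffer or medium – YPD medium · Compound – single dose · Timing – 4 h static compound exposure, 37 °C, read 1 h post-reagent · Signal – adenylate kinase release luminescence · Read-out basis – lysis from increased AK signal · Benchmarks – Clomiphene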
miR122 inh – inhibitors of miR-122 in Huh7 cells; activation (reporter increase), % at 12.5 µM; AID 602342; Huh7 miR-122 Renilla luciferase sensor, 48 h; neutral wells = 0, positive control = 100; hit rate 0.3% among 340,000;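 active means mean replicate activation score at least 90 and every replicate individually at or above 90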;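 further: higher luciferase means less miR-122 activity so hits act as miR-122 inhibitors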
EWS-Fli inh – inhibitors of EWS/Fli oncoprotein transcriptional activity; inhibition, % at 12.6 µM; AID 651661; hit rate 0.67% among 350,000; A673 NR0B1-luciferase reporter, viability-normalised;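 active means mean inhibition of at least 50% after viability correction, with every replicate also passing that limit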;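 further: firefly luciferase signal divided by Alamar Blue viability fluorescence both relative to DMSO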
PAX8 inh HTS – PAX8 transcriptional activity inhibition; RMG-I TPO-luciferase reporter, SteadyGlo, 24 h; inhibition, % at 12.6 µM; hit rate 1.2% among 360,000;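 active means mean replicate inhibition at least 60% with every replicate also reaching 60%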;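 further: luciferase light reporting Pax8 driven TPO promoter activity; plate controls were median of neutral control wells for no effect and mitoxantrone controls for full effect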
* hit, by the source's call; . = not tested or not shown; & = joins results of further samples; [ ] = remark or other dose.

SMILES	PGC1a acetyl inh	LGR2 inh	FN deposition inh	CASP6 VEID inh	Cneo AK release	miR122 inh	EWS-Fli inh	PAX8 inh HTS
COc1ccc(OCC(=O)Nc2ccc(N3CCOCC3)cc2)cc1	0	6	5	3	1	-1	.	.
CN(Cc1c(F)cccc1Cl)C(=O)C1=CC=CN2CCS(=O)(=O)N=C12	-3	-15	1	-2	-1	-15	0	-9
O=C(Nc1cccc(F)c1)C1CCN(S(=O)(=O)c2cnc[nH]2)CC1	13	6	4	3	0	-3	3	11
C[C@@H]1CN([C@@H](C)CO)S(=O)(=O)c2ccc(C#CC3(O)CCCC3)cc2O[C@@H]1CN(C)C(=O)c1ccccc1	-11	4	6	-3	-9	1[16.7 µM]	-5	.
CC1CCN(C(=S)NC2CCCCC2)CC1	4	.	-2	.	27	-7	.	-2
COc1ccc(CCNC(=O)c2cc(C3CC3)on2)cc1OC	.	-11	2	-2	.	1	8	-14
Cc1nnsc1-c1nnc(SCC(=O)c2ccc(C#N)cc2)n1C1CC1	.	-6	4	-1	1	-3	0	4
Cc1ccc2nc(SCC(=O)N(CC(C)C)c3c(N)n(Cc4ccccc4)c(=O)[nH]c3=O)[nH]c2c1	-1	22	-6	2	0	2	3	24
CNC(=S)/N=C/NOCc1ccc(Cl)cc1Cl	-5	-12	-5	2	.	.	24	39
COc1ccc(CCNC(=O)c2ccccc2OCc2ccccc2)cc1	-5	16	-1	-4	-11	-2	11	1
COc1ccc(NC(=O)[C@H](C)NC(=O)[C@@H]2Cc3ccccc3CN2C(=O)OC(C)(C)C)cc1	3	-6	-9	-2	4	1	.	-13
C/C=C/c1cnc2c(c1)C(=O)N([C@@H](C)CO)C[C@@H](C)[C@@H](CN(C)S(=O)(=O)c1ccccc1F)O2	10	-5	.	-1	-10	-4[16.7 µM]	2	1
O=C(COC(=O)Cc1cccc(C(F)(F)F)c1)NC(=O)NC1CCCC1	5	5	-8	4	1	-5	9	-4
C[C@H]1CCCCO[C@@H](CN(C)C(=O)CCC(F)(F)F)[C@@H](C)CN([C@@H](C)CO)C(=O)c2cc(NS(=O)(=O)c3ccccc3)ccc2O1	-2	5	.	-3	8	3[16.7 µM]	-5	-20
COCC(=O)N(C)C[C@@H]1Oc2ncc(C#CC3(O)CCCC3)cc2C(=O)N([C@H](C)CO)C[C@H]1C	-2	-41	-3	1	-2	5[16.7 µM]	-2	.
Cc1nn(-c2ccccc2)c(C)c1-c1nnc(C(F)(F)F)o1	2	-2	4	-1	2	-3	0	-30
C[C@H]1CN([C@@H](C)CO)S(=O)(=O)c2ccc(C#CCN(C)C)cc2O[C@@H]1CN(C)S(C)(=O)=O	-7	7	.	2	1	-2[16.7 µM]	0	.
Cc1cc(S(=O)(=O)NC2CCCCC2)ccc1-n1cnnn1	-4	-10	5	3	0	49	-3	-13
CC(C)Oc1ccc(Oc2ccc(C(F)(F)F)cn2)cc1	-4	6	.	.	1	-6	.	.
CN(C)CCNC(=O)Nc1ccc(F)cc1F	-6	2	-8	-3	2	1	2	1
C[C@H]1CN([C@@H](C)CO)C(=O)c2cccc(NC(=O)Nc3ccc(C(F)(F)F)cc3)c2O[C@@H]1CN(C)Cc1ccccc1	-9	5	.	.	-1	13[16.7 µM]	-5	.
COc1ccc(CNC(=O)CN(C)S(=O)(=O)c2ccccc2)cc1	-6	3	-4	-1	.	.	-10	-26
O=C(c1ccc(Cl)cc1)c1cnc2ccccn12	2	.	5	.	8	2	.	-106
Cc1cc(-n2c(C)cc(C(=O)COc3ccc([N+](=O)[O-])cc3)c2C)no1	.	6	-2	0	.	.	-22	0
Cc1nc(Nc2ccccc2F)c2oc3ccccc3c2n1	8	-24	9	-4	6	-3	-18	-28
CC1CCN(CC[C@H]2CCCN2S(=O)(=O)c2cccc(O)c2)CC1	-1	2	1	-1	1	-1	-1	5
COc1ccc(NC(=O)N(C)C[C@@H]2Oc3ccc(NC(=O)c4ccncc4)cc3CC(=O)N([C@@H](C)CO)C[C@H]2C)cc1	-5	5	.	.	8	-4[16.7 µM]	-1	-28
O=C(Nc1nc(-c2ccccn2)cs1)c1ccco1	30	14	-8	8	.	4	-1	-20
CSc1nc(C)c(CCOC(=O)c2cccc(C)c2)c(=O)[nH]1	7	.	-3	.	-2	-2	.	.
C[C@@H]1CCCCO[C@@H](CN(C)Cc2ccc3c(c2)OCO3)[C@@H](C)CN([C@@H](C)CO)C(=O)c2cc(NS(=O)(=O)c3cccs3)ccc2O1	2&-6	-22	.	.	43&-19	-2&2[16.7 µM]	6&-8	1&-2
O=C(N[C@H]1CC[C@@H](CCNS(=O)(=O)Cc2ccccc2)O[C@@H]1CO)c1cnccn1	-4	4	9	0	25	-2[16.7 µM]	-4	-7
C[C@@H]1CCCCO[C@H](CN(C)S(=O)(=O)c2ccc(F)cc2)[C@@H](C)CN([C@H](C)CO)C(=O)c2cc(NS(=O)(=O)c3cn(C)cn3)ccc2O1	-2	-1	13	0	-6	0[16.7 µM]	0	-20
O=C(NCC[C@@H]1CC[C@@H](NC(=O)C2CCC2)[C@@H](CO)O1)Nc1ccc(Cl)cc1	-12	-12	.	-129	-2	.	-69	3
CCN(Cc1cnn(C)c1)C(=O)c1cc(COc2cc(C)c(Cl)c(C)c2)on1	-22	-4	-5	5	4	0	.	-22
O=C(CN1C(=O)CCC1=O)Nc1ccc(Cc2ccc(NC(=O)CN3C(=O)CCC3=O)cc2)cc1	-4	-6	-1	1	-3	0	3	-2
CC(C)c1ccc(C(O)P(=O)(OC2CCCCC2)OC2CCCCC2)cc1 (stereo unspecified)	-10	31	-2	-4	2	35	5	5
O=C(CSc1ccccc1)N1CCC(N2CCC(C(=O)N3CCCC3)CC2)CC1	-4	-10	-4	-3	.	.	4	21
CCCCCCCC(=O)C(C)C(=O)N(C)[C@H](Cc1ccc(OC)cc1)C(=O)N(C)[C@H](C(N)=O)C(C)C (stereo partly specified)	-5	-14	2	.	3	-5	6	11
NCCn1c(-c2ccccc2)cc(C(=O)O)c1-c1ccccc1F	-7	-4	2	3	-2	0	0	15
O=C(C[C@H]1C[C@H](C(=O)N2CCOCC2)[C@@]2(CCC3CCCC3)c3[nH]c4cc(-c5ccco5)ccc4c3CCN2C1=O)NCc1cccc(C(F)(F)F)c1	.	28	-5	5	-3	.	-3	23
CCc1ccc(NC(=O)N(C2CCC(C)CC2)C2CCN(C(C)=O)CC2)cc1 (stereo unspecified)	-1	-22	.	.	-1	-3	.	.
CN1CCN(c2ccccc2NC(=O)c2ccc(-c3ccc(Cl)c(Cl)c3)o2)CC1	.	8	0	-4	-12	9	1	-3
N=C1S/C(=C\c2ccco2)C(=O)N1c1ccc2c(c1)OCO2	-3	-48	7	13	1	-7	-7	-88
O=C(NNC(=S)NC(=O)c1cn(-c2ccccc2)nc1-c1ccccc1)c1ccncc1	.	-8	4	-2	.	.	28	-7
CO[C@H]1CC[C@H]2CCOc3c(C#N)cccc3C(=O)N(C)C[C@@H](OC)[C@@H](C)C(=O)N(C)C[C@H]1O2	.	13	-2	0	3	.	-2	-7
COc1cccc(NC(=O)CN(C)C(=O)CCCNC(=O)c2ccc(Cl)cc2)c1	-5	-20	0	-73	-1	3	-27	-25
COc1ccc(S(=O)(=O)N2CC[C@@H]3[C@H]2c2cc(-c4ccc(F)cc4)ccc2N(C)[C@H]3CO)cc1	-5	9	10	.	-8	0[16.7 µM]	1	-12
CCn1ccnc1CN1CCCCC1C(=O)Nc1ccc(Oc2cccnc2)cc1 (stereo unspecified)	0	-2	-4	-9	-2	3	-2	.
COc1ccc(/C=C2/CCCc3ccccc3C2=O)cc1	-3	-58	4	3	.	47	27	-39
CSCCC(NS(=O)(=O)c1cccc(C(F)(F)F)c1)C(=O)N1CCN(C(=O)c2ccco2)CC1 (stereo unspecified)	3	0	-19	-2	0	-1	-3	8
CC1=C(C#N)C(c2ccc3ncccc3c2)C(C#N)=C(C)N1	9	4	.	3	.	.	-7	.
O=C(OCC(=O)N1CCCCC1)c1ccc2ccccc2n1	-3	-12	6	-2	0	6	-1	-4
Cc1ccc(C2(C)NC(=O)N(CC(=O)Nc3c(C)n(C)n(-c4ccccc4)c3=O)C2=O)cc1 (stereo unspecified)	-7	-4	-1	.	0	0	.	8
CCc1ccccc1NC(=O)c1noc(C(C)C)c1[N+](=O)[O-]	.	9	-1	1	.	.	9	-6
CCCNS(=O)(=O)c1ccc(OCC(=O)NCCCOC)cc1	10	.	-6	.	2	10	.	5
C[C@H]1CN([C@@H](C)CO)S(=O)(=O)c2ccc(C#Cc3ccc(F)cc3)cc2O[C@H]1CN(C)C(=O)NC1CCCC1	28	20	-7	1	1	14[16.7 µM]	23	.
CCCC#Cc1ccc2c(c1)O[C@H](CN(C)C(=O)C1CCCCC1)[C@@H](C)CN([C@H](C)CO)S2(=O)=O	3	10	.	.	.	33[16.7 µM]	29	.
O=C(Nc1ccccc1)c1nnsc1S(=O)(=O)c1ccc(Cl)cc1	-12	-5	.	.	17	10	.	.
CCN(CC)S(=O)(=O)c1cccc(N=Nc2c(O)c3ccccc3oc2=O)c1	3	-18	-4	0	-10	-2	-16	-39
O=C(O)c1ccc(CSc2nnc(-c3ccccc3Br)o2)cc1	-8	-8	3	0	-4	1	17	-16

Some entries already given, limited to PGC1a acetyl inh and miR122 inh:
SMILES | PGC1a acetyl inh | miR122 inh
CC1=C(C#N)C(c2ccc3ncccc3c2)C(C#N)=C(C)N1 | 9 | .
O=C(OCC(=O)N1CCCCC1)c1ccc2ccccc2n1 | -3 | 6

Carrying on.
SMILES	PGC1a acetyl inh	LGR2 inh	FN deposition inh	CASP6 VEID inh	Cneo AK release	miR122 inh	EWS-Fli inh	PAX8 inh HTS
CS(=O)(=O)N1CCCCN2[C@H](CO)[C@@H](c3ccc(C#Cc4ccccn4)cc3)[C@@H]2C1	3	-4	.	0	2	-9[16.7 µM]	.	-11
COc1ccc(-c2ccccc2)cc1NC(=O)c1ccncc1	.	.	3	3	.	.	-17	4
O=C(O)c1ccc(Nc2ccc(F)c(F)c2)c([N+](=O)[O-])c1	4	2	1	-3	1	.	10	-75
Cc1cc(=O)oc(C)c1C(=O)NCCC1=CCCCC1	.	-19	.	-2	-2	4	.	.
C(=C\c1ccccc1)/CN1CCN(C(c2cccc3ccccc23)c2nnnn2C2CCCC2)CC1 (stereo unspecified)	-8	18	1	-1	-13	-1	-1	30
CNC[C@H]1Oc2ncc(-c3cccc(C(=O)N(C)C)c3)cc2C(=O)N([C@H](C)CO)C[C@H]1C	26	-1	7	2	50	-12[16.7 µM]	-4	-11
C=C1CCN([C@@H](CC(C)C)C(=O)NCc2ccc(Cl)cc2)S(=O)(=O)c2ccccc21	-8	-2	-4	-1	6	1	-11	8
CCNc1nc(SCC(=O)Nc2ccc(Cl)c(Cl)c2)nc(N(C)C)n1	-8	9	1	5	3	-2	7	7
CCN(CCC(=O)Nc1cc(OC)cc(OC)c1)Cc1ccccc1	5	.	-1	.	-1	-21	.	18
CCOC(=O)CSc1nc(C(C)(C)C)cc(C(F)(F)F)c1C#N	-14	.	-1	.	.	-6	.	6
O=C(NCCOc1ccc(F)cc1)c1ccccc1SCc1ccccc1	11	-7	-8	-4	.	9	11	35

Profiles as entered above. Order of values: PGC1a acetyl inh, LGR2 inh, FN deposition inh, CASP6 VEID inh, Cneo AK release, miR122 inh, EWS-Fli inh, PAX8 inh HTS
`CCc1ccccc1NC(=O)c1noc(C(C)C)c1[N+](=O)[O-]` in the list: ., 9, -1, 1, ., ., 9, -6
`CC1CCN(CC[C@H]2CCCN2S(=O)(=O)c2cccc(O)c2)CC1` in the list: -1, 2, 1, -1, 1, -1, -1, 5
